Tau fibril ThT – qHTS for Inhibitors of Tau Fibril Formation, Thioflavin T Binding; recombinant tau K18 P301L (four-repeat tau fragment), heparin-induced fibrillization, ThT fluorescence; AID 1460, 2008; Potency, µM (titrated, usually from 57.4 µM), without a hit: top-dose activity, negative = inhibition, most hits filed as inhibitors; Microtubule-associated protein tau (Homo sapiens), P10636; 270,000 tested, 2.1% active; active = well fitted inhibition curve with a large enough effect; inconclusive = small, poorly fitted or top-dose-only effect; also: nearly all actives have a fitted effect of over 55% in size
Target sequence (P10636 561-689 P618L limits assumed): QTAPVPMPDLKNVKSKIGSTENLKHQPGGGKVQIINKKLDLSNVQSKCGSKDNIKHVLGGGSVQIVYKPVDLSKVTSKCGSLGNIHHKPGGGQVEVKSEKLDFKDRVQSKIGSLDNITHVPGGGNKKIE
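Tau K18 P301L fragment (15 uM unlabeled plus 0.24 uM Alexa 594-labeled) in 100 mM sodium acetate pH 7 with compound, fibrillization induced by 20 uM heparin for 6 hr at 37 C. Thioflavin T (30 uM) added, fluorescence read after 1 hr (ex 450, em 510 nm).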
Lamin A splicing – qHTS Assay for Modulators of Lamin A Splicing; HeLa LMNA splicing GFP/RFP minigene ratio, 48 h; Potency, µM (top dose mostly 46.1 µM), without a hit: at the top dose ratio change, negative = inhibition, actives largely listed as inhibitors; 200,000 tested, 0.01% active; active = well fitted inhibition curve with a large enough effect in the signal ratio, with a control signal flat, not every such curve was filed as active; inconclusive = small, poorly fitted or top-dose-only effect, or effect the other way, or a change in a side signal; the % refers to the signal ratio
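S3 HeLa cells stably expressing lamin A-EGFP splicing minigene plus DsRed2, 600 cells/well, 48 h compound exposure at 37C. Laser-scanning cytometry; analysed as GFP (500-530 nm)/RFP (575-640 nm) total intensity ratio; 0.5% DMSO vehicle.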
The depositor's hits bear a star; ? = inconclusive; [ ] = dose if it differs, or a comment. % is scaled to controls: 0 for no effect and ±100 for the full control effect; potency is read from the fitted curve at half-maximal effect. An excerpt; the hit share may differ from the screen's.

Order of results: Tau fibril ThT | Lamin A splicing
Cc1nc(-c2ccc(C)c(N3CCN(C(=O)Nc4cccc(Cl)c4C)CC3)c2)no1
    -0.7% | ?
Cc1nc(-c2cccc(F)c2)sc1CCNC(=O)Cc1ccc(F)cc1
    -9.7% | ?
Cc1nnc(SCc2cc(=O)c3ccccc3[nH]2)s1
    1.7% | -13.0%[46 µM]
Cc1ccc(NC(=O)C(=O)NCCc2sc(-c3ccc(Cl)cc3)nc2C)cc1C
    ? | ?
O=C(COCc1cc(-c2cccs2)on1)N1CCN(c2ccccc2)CC1
    ? | ?
Cc1cccc(-n2cc(-c3ccccc3)c3c(NC(C)C)ncnc32)c1
    ? | ?
CCCCN(C)C(=O)CSc1nc2ccccc2nc1Cc1ccc(C)cc1
    -17.5% | -6.9%[46 µM]
O=C(NC1CCCC1)c1ccc2c(=O)n(Cc3ccccc3)c(SCc3ccc([N+](=O)[O-])cc3)nc2c1
    -5.9% | ?
CC(=O)Nc1ccc(S(=O)(=O)NCc2ccc3c(c2)CCN3C(C)=O)cc1
    6.1% | -7.2%[46 µM]
Cc1cccc(N2CCN(C(=O)c3ccc(NC(=O)c4nsc5ccccc45)cc3)CC2C)c1 (stereo not drawn)
    ? | -9.5%[46 µM]
Cc1ccc2nc(N(Cc3cccnc3)C(=O)c3cccs3)sc2c1
    -4.8% | ?
O=c1[nH]c2ccc(NCc3ccc(-c4ccccc4)o3)cc2[nH]1
    ? | -4.0%[46 µM]
CCCCNC(=O)C1CCN(c2nc3ccc(C)cc3[nH]2)CC1
    -4.3% | ?
COc1cc(OC)c(N(C)C(=O)c2c(C)oc3ncn(CC(C)C)c(=O)c23)cc1Cl
    -3.6% | ?
Cn1nccc1C(=O)NCc1ccc2c(c1)CCN2C(=O)c1ccc(F)cc1
    2.3% | -5.8%[46 µM]
COc1ccccc1-c1nn2c(=O)cc(CN3CCN(S(=O)(=O)c4ccc(C)cc4)CC3)nc2s1
    -4.8% | ?
COc1ccc(-c2ccc(NS(=O)(=O)c3cccc(Cl)c3)cc2)nn1
    -15.6% | ?
CN(C(=O)c1c2c(nc3ccccc13)C(=O)N(C1CCCCC1)C2)c1ccc(F)cc1
    -8.0% | -10.7%[46 µM]
Cc1ccc(-c2cn3nc(N4CCC(C(=O)Nc5ccccc5C)CC4)sc3n2)cc1
    ? | 10.1%[46 µM]
Cc1ccc(Cl)cc1NC(=O)c1oc2ccc(S(=O)(=O)N3CCCCCC3)cc2c1C
    0.5% | 0.0%[46 µM]
CC(C)(C)OC(=O)N1CCC(c2c(C(=O)Nc3ccc4c(c3)OCO4)cnn2-c2ccccc2)CC1
    ? | 5.1%[46 µM]
CC1CCCN(S(=O)(=O)c2cc3c(cc2Cl)NC(=O)CO3)C1 (stereo not drawn)
    -7.4% | 1.7%[46 µM]
CN(C(=O)CSc1nc2ccc(NC(=O)c3cccs3)cc2s1)c1ccccc1
    8.3% | -0.5%[46 µM]
CCS(=O)(=O)c1ccccc1C(=O)Nc1ccc(-c2nc3ccccc3s2)cc1
    4.8% | 6.5%[46 µM]
CCOc1ccc(C(=O)NCCc2sc(-c3ccc(OC)c(OC)c3)nc2C)cc1
    ? | ?
CCNC(=O)C1CCN(Cc2cc3ccccc3n2Cc2ccc(C)cc2)CC1
    -4.6% | ?
Cc1ccc(CNC(=O)CN2C(=O)C3CCCCN3c3ccc(C(=O)N4CCCC4)cc32)cc1 (stereo not drawn)
    0.5% | 8.9%[46 µM]
CSc1ccc(CCNC(=O)Cn2ncc3c([nH]c4ccccc43)c2=O)cc1
    10.4% | 13.5%[46 µM]
CC(C)C1N=C2c3ccccc3N=C(SCC(=O)NCc3ccc(Cl)cc3)N2C1=O (stereo not drawn)
    11.4% | 3.3%[46 µM]
CCOC(=O)c1cccc(NC(=O)C2COc3ccc(OC)cc3C2)c1 (stereo not drawn)
    -14.3% | ?

(listing goes on)
SMILES | Tau fibril ThT | Lamin A splicing
O=C(CSc1nc2c([nH]c3ccccc32)c(=O)n1-c1ccc(F)cc1)N1CCCCC1 | 2.8% | -9.6%[46 µM]
COc1ccc(NC(=O)c2c(NCc3ccc(N(C)C)cc3)sc3c2CCC3)cc1 | 15.8µM* | -15.2%[46 µM]
CN1C(=O)c2ccccc2Sc2ccc(NC(=O)c3ccc(C#N)cc3)cc21 | 9.6% | ?
Cc1ccc(-n2ncc3c(NCCCn4ccnc4)ncnc32)cc1 | ? | -1.1%[46 µM]
CCOc1ccccc1NC(=O)N1CC(C)Oc2ccc(Cl)cc21 (stereo not drawn) | 10.1% | ?
Cc1cccc(C)c1OCC(=O)NCC1(N(C)C)CCCCC1 | 6.9% | 0.9%[46 µM]
Cc1ccc(S(=O)(=O)C(CNC(=O)c2c(F)cccc2F)c2ccco2)cc1 (stereo not drawn) | 1.9% | 6.6%[46 µM]
CN1C(=O)C2(c3ccccc31)N(c1ccc(F)c(Cl)c1)C(=O)CS2(=O)=O (stereo not drawn) | -17.3% | 5.7%[46 µM]
Cc1cc(C)cc(OCC(=O)NCC(c2ccc(Cl)cc2)N2CCCCC2)c1 (stereo not drawn) | -8.0% | ?
Cc1ccccc1OCCSc1nnc(-c2cccs2)o1 | -8.0% | -10.5%[46 µM]
COc1cccc(-n2ccnc2SCC(=O)Nc2ccc(Cl)c(Cl)c2)c1 | 8.2% | 9.2%[46 µM]
CC(=O)Nc1ccc(S(=O)(=O)NCCc2csc3nc(-c4cccc(C)c4)nn23)cc1 | -3.0% | -8.4%[46 µM]
Cc1ccc2c(c1)N(C(=O)N1CCC(C(=O)NCCC3=CCCCC3)CC1)CC(C)O2 (stereo not drawn) | ? | -1.0%[46 µM]
COc1cc2ccccc2cc1C(=O)N1CCN(c2nc3c(F)cc(F)cc3s2)CC1 | -8.3% | -8.2%[46 µM]
CCOCCn1ccc2c(OCC(=O)NCc3ccc(F)cc3)cccc2c1=O | 1.1% | 6.9%[46 µM]
COc1cc(C(=O)NC(c2ccc(Cl)cc2)c2cc(Cl)c3cccnc3c2O)cc(OC)c1OC (stereo not drawn) | 5.6% | ?
Cc1cccc(NC(=O)N2CCC(n3c(C)nc4cccnc43)CC2)c1 | -1.6% | -1.4%[46 µM]
CCCOc1ccc(C2C(=O)N(C3CCCCCC3)CC(=O)N2Cc2ccccc2OC)cc1OC (stereo not drawn) | -11.9% | ?
COC(=O)c1ccc(Cl)cc1NC(=O)N1CCC(CN2CCC(C)CC2)CC1 | -4.1% | -7.4%[46 µM]
CC(=O)N1CCCc2cc(S(=O)(=O)Nc3ccc(OC(F)(F)F)cc3)ccc21 | -2.1% | ?
CCC(C(=O)Nc1nnc2n1CCS2)c1ccccc1 (stereo not drawn) | 0.6% | ?
COc1cccc(CSc2nc3n(n2)C(c2cccnc2)C(C(=O)Nc2ccccc2C)=C(C)N3)c1 (stereo not drawn) | -12.3% | -0.2%[46 µM]
O=C(Nc1ccc(C(F)(F)F)cc1)c1cc(S(=O)(=O)NC2CCCCCC2)ccc1F | 8.4% | ?
COc1ccc(-n2c(SCc3ccccc3)nc3c([nH]c4ccccc43)c2=O)cc1 | 11.3% | ?
Cc1ccc(NC(=O)Cn2nc(C(=O)Nc3ccc(C)cc3)ccc2=O)cc1 | -9.7% | ?

Following part:
SMILES | Tau fibril ThT | Lamin A splicing
CSc1ccc(CCNC(=O)c2cnc3c(C)cccn3c2=O)cc1 | -21.2% | -9.4%[46 µM]
COc1ccc(C)cc1NC(=O)Cn1c(=O)ccc2cc(S(=O)(=O)N3CCCC3)ccc21 | -6.7% | 4.9%[46 µM]
Cc1ccccc1CNC(=O)C(=O)NCC(c1cccs1)S(=O)(=O)c1cccs1 (stereo not drawn) | -2.0% | ?
Cc1ccc(S(=O)(=O)n2nc(-c3ccco3)nc2NCc2ccc(N(C)C)cc2)cc1 | -11.7% | ?
COc1cc(NC(=O)Cn2c(-c3ccccc3)cc(C(C)=O)c2C)cc(OC)c1 | -7.6% | -14.1%[46 µM]
O=C(Nc1cccc(C(F)(F)F)c1)c1cc(-c2ccc3c(c2)OCCO3)on1 | ? | ?
CCc1cccc(NC(=O)CCS(=O)(=O)c2ccc(C)cc2)c1 | -3.6% | 4.0%[46 µM]
Cc1ccccc1OCc1ccc(-c2nc(C#N)c(N3CCN(c4cccc(Cl)c4)CC3)o2)o1 | -4.5% | ?
COc1cccc(C(=O)Nc2ccc(-n3nncc3-c3ccccc3)cc2)c1 | 8.3% | ?
Cc1cccc(-c2nc(SCC(=O)N(C)c3ccccc3)c3c(=O)n(C)c(=O)n(C)c3n2)c1 | -3.0% | 2.7%[46 µM]
Cc1cc(O)c(C(c2ccccc2)N2CCN(c3ccc(F)cc3)CC2)c(=O)n1Cc1ccco1 (stereo not drawn) | ? | -11.7%[46 µM]
Cc1ccc(CN2CCc3nc(N4CCN(c5ncccn5)CC4)ncc3C2)cc1 | -17.0% | 1.7%[46 µM]
COC(=O)c1c(NC(=O)c2ccc(S(=O)(=O)N3CCCC(C)C3)cc2)sc2c1CCN(C(C)C)C2 (stereo not drawn) | 0.1% | ?
COc1ccc(NS(=O)(=O)c2ccc3[nH]c4c(c3c2)CCCC4)cc1Cl | -12.7% | ?
Cc1ccc2c(c1)N(C(=O)N1CCC(C(=O)NCCc3ccccc3)CC1)CC(C)O2 (stereo not drawn) | -0.6% | -17.6%[46 µM]
Cc1ccc(-c2cn3c(n2)sc2cc(C(=O)NCCCc4ccccc4)ccc23)cc1 | -0.7% | ?
Cc1ccc(C(=O)Nc2ccc3nc(N4CCCCC4)cc(C)c3c2)cc1F | 10.8% | -22.3%[46 µM]
COc1ccc(N2CCN(c3ncnc4onc(C)c34)CC2)cc1 | ? | -10.0%[46 µM]
Cc1nc(N2CCCC2)ncc1C(=O)Nc1ccc(OC(F)(F)F)cc1 | ? | ?
Cc1ccc(OC(=O)c2cc(-c3ccc4c(c3)OCCO4)on2)cc1C | ? | 4.8%[46 µM]
COc1ccc(NC(=O)c2ccc3nc(CCc4ccccc4)oc3c2)cc1 | ? | 6.4%[46 µM]
COc1ccc(-c2[nH]c3c(c2-c2c(-n4cccc4)n(C)c(=O)[nH]c2=O)c(=O)[nH]c(=O)n3C)cc1F | -8.6% | 5.0%[46 µM]
Cc1cccc(Nc2sc(C(=O)c3ccc(Cl)cc3)c(N)c2C(N)=O)c1 | ? | -5.1%[46 µM]
CCS(=O)(=O)N1CC(=O)N(c2ccc(C)c(C)c2)C(C)(C(=O)NC2CCCCCC2)C1 (stereo not drawn) | 5.9% | 1.9%[46 µM]
CCOc1ccccc1NC(=O)c1c(NCc2ccc(C)o2)sc2c1CCCCC2 | ? | ?

In the list so far, these have a cyano group:
SMILES | Tau fibril ThT | Lamin A splicing
CN1C(=O)c2ccccc2Sc2ccc(NC(=O)c3ccc(C#N)cc3)cc21 | 9.6% | ?
Cc1ccccc1OCc1ccc(-c2nc(C#N)c(N3CCN(c4cccc(Cl)c4)CC3)o2)o1 | -4.5% | ?

(continued)
SMILES | Tau fibril ThT | Lamin A splicing
COc1ccc(-c2nn3c(=O)cc(CN4CCN(C(=O)Nc5ccc(C)c(Cl)c5)CC4)nc3s2)cc1 | ? | 6.4%[46 µM]
Cc1ccc(NC(=O)CSc2nc3ccc(NC(=O)c4ccco4)cc3s2)c(C)c1 | 0.7% | ?
CCCCN(C)CCNC(=O)CN1C(=O)CSc2ccc(S(=O)(=O)N3CCOCC3)cc21 | -1.9% | 6.6%[46 µM]
COc1ccc(F)cc1S(=O)(=O)NCCc1csc2nc(-c3cccc(C)c3)nn12 | -4.2% | ?
Cc1ccc(CNC(=O)c2ccc3c(c2)nc2n3CCCC2)cc1 | 3.7% | -2.4%[46 µM]
COc1ccccc1N1CCN(C(=O)c2oc3ccccc3c2NC(=O)C(C)Oc2ccccc2)CC1 (stereo not drawn) | -10.4% | -2.0%[46 µM]
Cc1ccc(NC(=O)CC(C)S(=O)(=O)c2ccc3c(c2)NC(=O)CO3)c(Cl)c1 (stereo not drawn) | -3.0% | 23.0%[46 µM]
Cc1cc(C)c2c(C)c(C(=O)N3CCC(c4nc5ccccc5s4)CC3)oc2c1 | -10.1% | 8.3%[46 µM]
COc1cccc(NC(=O)CSc2nnc(NC(=O)NC3CCCCC3)s2)c1 | ? | -19.1%[46 µM]

Laid out differently: entries from further up
Tau fibril ThT | Lamin A splicing | Structure
-5.9% | ? | O=C(NC1CCCC1)c1ccc2c(=O)n(Cc3ccccc3)c(SCc3ccc([N+](=O)[O-])cc3)nc2c1
6.1% | -7.2%[46 µM] | CC(=O)Nc1ccc(S(=O)(=O)NCc2ccc3c(c2)CCN3C(C)=O)cc1
? | -9.5%[46 µM] | Cc1cccc(N2CCN(C(=O)c3ccc(NC(=O)c4nsc5ccccc45)cc3)CC2C)c1 (stereo not drawn)
-4.8% | ? | Cc1ccc2nc(N(Cc3cccnc3)C(=O)c3cccs3)sc2c1

Tau fibril ThT: hit marks shown above.
SMILES | Tau fibril ThT | Lamin A splicing
COc1ccc(NC(=O)c2c(NCc3ccc(N(C)C)cc3)sc3c2CCC3)cc1 | 15.8µM* | -15.2%[46 µM]

Screening data deposited in PubChem BioAssay by National Center for Advancing Translational Sciences (NCATS).
